INS promoter inh = inhibitors of insulin promoter-driven GFP, primary screen, imaging, TRM-6 cells (human fetal islet line), eGFP reporter, cell count; reporter expression induced with tamoxifen; inhibition, % at 2 µM; actives 0.9% (n = 130,000);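 active = inhibition above the mean plus 3 SD, with well images judged a real hit on visual review, cut at about 60% in these data, passing the limit was not always enough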
SDO1 yeast rescue = growth rescue of sdo1-depleted yeast, primary screen, S. cerevisiae, bone marrow failure model. z-score at 10 µM. actives 0.21% (n = 140,000). AID 817, 2007. S. cerevisiae sdo1-depleted JHY4D growth rescue, OD600 30 h; hits give high values; pdr5 snq2 efflux-pump mutant strain;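 active = z-score above 3 at both the 24 hr and the 30 hr optical density reads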;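 also: z-score against mean and SD of all compound wells on the same plate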
SDO1 yeast rescue Rescue 24 h = recorded beside SDO1 yeast rescue, whose call it bears; z-score; S. cerevisiae sdo1-depleted JHY4D growth rescue, OD600; measured here: growth rescue at 24 h;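 0 is the plate mean of compound wells and units are plate SD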
* = called active by the depositor; x = no result given; & = joins results of further samples. These rows are one share of the data (hit frequency here may not be typical).

Values run as follows: INS promoter inh | SDO1 yeast rescue | SDO1 yeast rescue Rescue 24 h
- COCc1cc(C)nc(Nc2cc(C)ccc2C)c1C#N
  x | -0.12 | 0.2
- O=C(CSCc1ccccc1)N1CCN(Cc2ccc3c(c2)OCO3)CC1
  30 | -0.61 | -0.11
- Cc1nc2cc(NS(=O)(=O)c3cccc(F)c3)ccc2s1
  57 | x | x
- COc1ccc(NC(=O)CNS(=O)(=O)c2ccc(Cl)cc2)cc1OC
  -31 | 0.86 | 0.82
- CC(=O)Nc1sc2c(c1C(c1ccccc1)N1CCOCC1)CCCC2 (configuration not stated)
  0 | -1.2 | -0.52
- CC(C)(C)NS(=O)(=O)c1ccc(CCC(=O)N2CCCCC2)cc1
  -13 | 0.59 | -0.12
- Cc1cccc(NC(=O)c2onc3c2CCCC3)n1
  x | 0.42 | -0.03
- Cc1csc(C(=O)O)c1-c1c(C)csc1C(=O)O
  54 | 0.79 | 0.3
- Cc1cccc(NCC(O)Cn2cnc3c2c(=O)n(C)c(=O)n3C)c1 (configuration not stated)
  -27 | 1.3 | 1.2
- OC(COCCC12CC3CC(CC(C3)C1)C2)CN1CCCCC1 (configuration not stated)
  28 | 0.34 | 0.61
- CCOc1ccc(C(=O)N/N=C(\c2ccccc2)c2ccccn2)cc1
  -29 | -2.5 | -1.8
- O=C(CCCc1ccccc1)c1ccc2c(c1)OCCO2
  37 | -1.4 | -0.71
- Cn1c(SCC(=O)c2ccc(F)cc2)nnc1-c1cnccn1
  x | 0.88 | 0.91
- Cc1cccc(C)c1NC(=O)Cn1cnc2c(=O)n(C)c(=O)n(C)c21
  -20 | 2 | 1.4
- COC(=O)C1CCN(CC(=O)Nc2sc3c(c2C#N)CCC3)CC1
  25 | 1.1 | 2.9

An excerpt from above, limited to INS promoter inh and SDO1 yeast rescue.
canonical_smiles	INS promoter inh	SDO1 yeast rescue
O=C(CSCc1ccccc1)N1CCN(Cc2ccc3c(c2)OCO3)CC1	30	-0.61
Cc1cccc(C)c1NC(=O)Cn1cnc2c(=O)n(C)c(=O)n(C)c21	-20	2
COC(=O)C1CCN(CC(=O)Nc2sc3c(c2C#N)CCC3)CC1	25	1.1
Cc1cccc(NC(=O)c2onc3c2CCCC3)n1	x	0.42
CC(C)(C)NS(=O)(=O)c1ccc(CCC(=O)N2CCCCC2)cc1	-13	0.59

Among those listed so far, these contain two or more sulfur atoms:
Values run as follows: INS promoter inh | SDO1 yeast rescue | SDO1 yeast rescue Rescue 24 h
- Cc1nc2cc(NS(=O)(=O)c3cccc(F)c3)ccc2s1
  57 | x | x
- Cc1csc(C(=O)O)c1-c1c(C)csc1C(=O)O
  54 | 0.79 | 0.3

Carrying on:
Values run as follows: INS promoter inh | SDO1 yeast rescue | SDO1 yeast rescue Rescue 24 h
- Nc1nnc(SCC(=O)Nc2ccc(S(=O)(=O)N3CCOCC3)cc2)s1
  -14 | -0.24 | -1.1
- CC(=O)N1N=C(c2ccc3nccnc3c2)CC1c1ccccc1 (configuration not stated)
  -7 | -0.15 | -0.13
- COc1ccc(CNC(=O)CC2Sc3ccccc3NC2=O)cc1 (configuration not stated)
  20 | x | x
- C=CCn1cc(/C=N/Nc2nc3ccccc3[nH]2)c2ccccc21
  10 | -1.6 | -1
- COc1ccc(/C=N/NC(=O)c2cc(-c3ccccc3OC(C)C)nc3ccccc23)cc1CN1CCOCC1
  34 | 0.96 | 1.1
- Cc1ccc(-c2noc(CN(C(=O)c3cccc(Br)c3)C(C)C)n2)cc1
  x | -1.7 | -1.4
- CCCn1c(=N)n(CC(O)COc2cccc(C)c2)c2ccccc21 (configuration not stated)
  -29 | -0.04 | -0.99
- CCOC(=O)C(C)Oc1c(Br)cc(C2NC(=O)NC(C)=C2C(C)=O)cc1OCC (configuration not stated)
  7 | 1 | 1.4
- CC(C(=O)N=c1sc2ccccc2n1C)N1C(=O)C2CC=CCC2C1=O (configuration not stated)
  x | -0.89 | -0.62
- CCN1CCN(CCNC(=O)CSCc2nc(-c3ccc(OC)c(OC)c3)oc2C)CC1
  -39 | 1.5 | 0.98
- Cc1ccc(/C=N/N=C2/NC(=O)CS2)o1
  -20 | x | x
- NS(=O)(=O)c1ccc(NC(=O)CSc2nnc(-c3cnccn3)n2-c2ccccc2)cc1
  -218 | 0.55 | -0.23
- CC(=O)OC(C#CCN1CCOCC1)c1ccccc1 (configuration not stated)
  50 | 0.51 | -0.42
- CC(=O)Nc1ccc(S(=O)(=O)C(C#N)c2nc3ccccc3nc2NCCN2CCOCC2)cc1 (configuration not stated)
  17 | x | x
- CCOc1cc(-c2nc3ccccn3c2NCC2CCCO2)ccc1O (configuration not stated)
  33 | 0.87 | 0.69

Record cards (already shown).
`CCOC(=O)C(C)Oc1c(Br)cc(C2NC(=O)NC(C)=C2C(C)=O)cc1OCC` (configuration not stated) across the screens: INS promoter inh = 7; SDO1 yeast rescue = 1; SDO1 yeast rescue Rescue 24 h = 1.4
`CC(=O)OC(C#CCN1CCOCC1)c1ccccc1` (configuration not stated) across the screens: INS promoter inh = 50; SDO1 yeast rescue = 0.51; SDO1 yeast rescue Rescue 24 h = -0.42

(further entries)
Values run as follows: INS promoter inh | SDO1 yeast rescue | SDO1 yeast rescue Rescue 24 h
- COCCNC(=O)c1cc2oc3ccccc3c2n1C
  -17 | 0.64 | 0.6
- Cc1cc(C)nc(NS(=O)(=O)c2ccc(NC(=O)C3CC(=O)N(c4ccccc4)C3)cc2)n1 (configuration not stated)
  -20 | 1.1 | 0.96
- O=C(Nc1ccccc1SCC1CSc2nc3ccccc3c(=O)n21)c1ccccc1Cl (configuration not stated)
  -14 | 0.04 | 0.02
- CCOc1ccc(-c2[nH]ncc2-c2ccc(OC)c(OC)c2)c(O)c1
  x | -0.52 | -0.77
- CC(C)Oc1ccc(C(=O)N2CCCC2C(=O)O)cc1 (configuration not stated)
  x | 0.09 | -0.82
- COc1ccc(OC(=O)Nc2ccccc2)cc1
  0 | 0.25 | -0.26
- C/C(CC(=O)NCc1ccco1)=N\NC(=O)Cc1ccccc1
  x | 0.34 | -1.1
- O=C(NCCCN1CCc2ccccc2C1)Nc1ccc(Br)cc1
  -6 | -0.63 | -0.22
- Cc1ccc(C)c2[nH]c(=O)c(CN(CCN3CCCC3)C(=O)Nc3ccc(F)cc3)cc12
  x | 0.38 | 0.51
- COc1ccc(C(=O)NC(C)c2nc3ccccc3[nH]2)cc1OC (configuration not stated)
  25 | 0.18 | -0.43
- CC(C)CC(=O)O/N=C1\C(=O)N(Cc2ccc(Cl)cc2)c2ccc([N+](=O)[O-])cc21
  x | -1.8 | -1.3
- O=C(Nc1ccc(F)cc1)C1CCN(S(=O)(=O)c2cccs2)CC1
  -6 | x | x
- CCC(C)Sc1nc2c([nH]c3ccccc32)c(=O)n1C (configuration not stated)
  x | 0.38 | 1.8
- CCc1ccc(NC(=S)N(CCN2CCOCC2)Cc2ccccc2F)cc1
  -100 | x | x
- COC(=O)c1ccc(OCC(O)CN2C(=O)NC(C)(C)C2=O)cc1 (configuration not stated)
  21 | 0.03 | -0.6
- Cc1nc2ccc(N3C(=O)CCC3=O)cc2[nH]1
  -11 | 1.2 | 0.86
- COc1cc(CC(=O)OCC(=O)NC2CCCCC2)cc(OC)c1OC
  44 | x | x
- CCCN1Cc2cccc(C(=O)Nc3ccc(CN4CCCC4)cc3)c2C1=O
  -50 | -0.04 | 0.17
- CNC(=O)NC(=O)CSc1nc(-c2cccs2)c(C#N)c(=O)[nH]1
  33 | x | x
- Cc1ccc(C2c3sc(=O)[nH]c3SC3C(=O)NC(=O)C32)cc1 (configuration not stated)
  11 | -0.15 | -0.96
- CCOC(=O)C1=NOC(CNC(=O)c2c(-c3ccccc3Cl)noc2C)C1 (configuration not stated)
  6 | 0.81 | 0.18
- Cc1nn(-c2ccccc2)c(/N=C/c2ccc(O)cc2)c1-c1ccccc1
  -43 | -0.02 | -0.37
- CCN(CC)S(=O)(=O)c1ccc2c(c1)nc(CCC(=O)Nc1ccc3c(c1)OCO3)n2C
  1 | -0.41 | -0.07
- CCOC(=O)c1c(C)n(OCc2ccccc2)c2ccc3c(no[n+]3[O-])c12
  x | -2 | -1.2
- Cc1cc(C)c(NC(=O)c2ccc(S(=O)(=O)N(C)C)cc2)c(C)n1
  30 | 0.64 | 0.14
- O=c1c2c3c(sc2ncn1/N=C/c1ccccc1)CCCC3
  -333 | -1.1 | -1.4
- N#CCC(=N)N1CCN(c2ccccc2)CC1
  -144 | 0.19 | -0.04
- CCOC(=O)Oc1ccc2c(=O)c(Oc3cc(C)cc(C)c3)coc2c1
  x | -0.33 | -0.47
- O=c1c(-c2ccc(F)cc2)coc2c3c(ccc12)OCCO3
  18 | -2 | -1.1
- COc1ccc(NC(=O)OCCn2c([N+](=O)[O-])cnc2C)cc1
  20 | 0.92 | -0.01
- Cc1cc(C)nc(NS(=O)(=O)c2ccc(NC(=O)c3cccc(N4C(=O)CCC4=O)c3)cc2)n1
  -36 | 0.71 | -0.19
- COc1ccc2cc(CN(CCc3ccccc3)Cc3nnnn3CC3CCCO3)c(=O)[nH]c2c1 (configuration not stated)
  -29 | -0.19 | -0.03
- Cc1nc2c(C)cccc2cc1C(=O)N/N=C/c1cccc([N+](=O)[O-])c1
  -47 | -0.63 | -0.5
- COc1ccc(Nc2nc(N3CCCCC3)nc3ccccc23)c(OC)c1
  57 | -0.8 | -0.56
- COc1ccc(C)cc1-n1nnnc1SCn1nnc2ccccc2c1=O
  x | -1.7 | -1.6
- Cc1ccc(N(C(=O)c2cc3ccccc3oc2=O)C2C=CS(=O)(=O)C2)cc1 (configuration not stated)
  x | 2.3 | 2.2
- S=c1nc(-c2ccccc2)n(Cc2ccco2)c2c1CCCC2
  -56 | -0.57 | -0.55
- Cc1cccc(C)c1NC(=O)N1C2CCCC1CC(NC(=O)C(C)(C)C)C2 (configuration not stated)
  6 | 1.4 | 1.2
- Cc1ccccc1SCC(=O)Nc1cccc(C#N)c1
  0 | -0.94 | -0.92
- NS(=O)(=O)c1ccc(CCNC(=O)C2CCCN2C(=O)OCc2ccccc2)cc1 (configuration not stated)
  12 | 0.23 | -0.59
- CCn1c(N2CCN(CC(=O)c3ccc(OC)cc3)CC2)nc2ccccc21
  -93 | 0.12&-0.25 | -0.87&-0.99
- O=C(CNCC1CCCCC1)Nc1ccc(OC(F)(F)F)cc1
  8 | x | x
- Cc1cc(N2CCC(C(=O)NC3CCCCC3)CC2)nc(-c2ccccc2)n1
  x | 0.5 | 0.02
- C/C(=N/NC(=O)Cn1nc2ccccc2n1)c1ccc(F)cc1
  10 | -0.21 | -0.8
- COc1cccc(-c2nnc(SCC(=O)N3CC(C)CC(C)C3)o2)c1 (configuration not stated)
  x | -1.2 | -0.5

Carrying on:
smiles | INS promoter inh | SDO1 yeast rescue | SDO1 yeast rescue Rescue 24 h
CCCOC(=O)c1c(N)sc2c1CCC2 | 39 | -0.38 | -0.08
COCCn1c(SCC(=O)N2CCCc3ccccc32)nc2c(c1=O)SC(C)C2 (configuration not stated) | x | 0.37 | 0.41
O=S(=O)(Cc1ccccc1)N1CCC(c2nc(-c3cccs3)no2)CC1 | 60 | -0.61 | 0.04
N#C/C(=N\Nc1ccc(S(=O)(=O)N2CCCCC2)cc1)C(N)=S | 3 | 1.4 | 0.36
Nc1ccc(CN2CCOCC2)cc1 | 21 | x | x
O=C(Cc1cn2ccsc2n1)OCc1nc2ccccc2s1 | 10 | 0.05 | 0.5
COc1ccc(N2CCN(C(=S)NCCc3ccccc3)CC2)cc1 | 11 | x | x
COc1ccccc1OCC(=O)NCCSCc1cccc(Cl)c1 | 17 | 0.65 | 1.4
COc1cccc(CNC(=O)c2nnn(-c3ccc(OC(F)(F)F)cc3)c2N)c1 | -10 | -0.59 | -0.73
COC(=O)C(C(=O)NCC1CCCO1)C1CCCCCC1 (configuration not stated) | 8 | 0.42 | -0.72
COc1cccc(-c2cnc(OC(C)(C)C)nc2OC(C)(C)C)c1 | 49 | 0.33 | -0.31
N=c1c2c(-c3ccccc3)c(-c3ccccc3)oc2ncn1CCCN1CCOCC1 | x | -0.28 | 0.2
CC1CCCC(C)N1C(=O)CSCc1ccc(Cl)cc1 (configuration not stated) | -21 | -0.64 | -0.57
Cc1cc(N2CCN(S(=O)(=O)c3ccc(Br)cc3)CC2)n2ncnc2n1 | -23 | x | x
COC(=O)CCCCCN1C(=O)NC(c2ccc(-c3ccccc3)cc2)C(C(=O)OCc2ccccc2)=C1C (configuration not stated) | 30 | -0.09 | -0.25
CN(C)S(=O)(=O)c1c(Cl)cccc1Cl | 63 | 0.12 | -0.13
Cc1nnc(SCCn2c(N3CCCC(C)C3)nc3c2c(=O)[nH]c(=O)n3C)s1 (configuration not stated) | x | 0.27 | 0.15
COc1ccc(N(CCCN2C(=O)c3cccc4cccc(c34)C2=O)C(=O)c2cccnc2)cc1 | -5 | x | x
CCCCOP(=O)(OCCCC)C1(NS(=O)(=O)c2ccccc2)C=CC(=O)c2ccccc21 (configuration not stated) | -7 | -0.42 | 1.7
COc1cccc(-c2noc(CCCC(=O)Nc3ccc(C(N)=O)cc3)n2)c1 | 43 | x | x
OCCOCCOc1ccc(-c2nn[nH]n2)cc1 | 19 | x | x
CCC(OC(=O)c1cc2sccc2n1C)C(=O)NCc1ccco1 (configuration not stated) | x | -2.1 | -1.6
CCCCOc1ccc(CN2CCCCC2)cc1 | -30 | 0.32 | -0.21
CCOC(=O)c1c(/N=C/c2cccc([N+](=O)[O-])c2O)sc(C)c1C | 41 | 0.63 | 0.46

From PubChem
